West Nile virus CPE – inhibition of WNV-induced cytopathic effect – cell-based, CPE readout (AID 1621); West Nile virus-infected cells, CPE inhibition; higher % means a stronger effect; CPE inhibition, % at 10 µM; hits with a dose series show IC50 in µM; 0.02% of 290,000 active; in the data active = a potency from the dose series; inconclusive = CPE inhibition mostly from about 3.7% at the one dose, without a potency; inactive = the rest, 99 in 100 with CPE inhibition below about 2.2%; also: strong numbers were not always called active
NOD1 NF-kB reporter – NOD1 signaling inhibitors, primary screen, cell-based, luminescence, uHTS (AID 1578); one-dose inhibition, % at 4 µM; EC50 in µM for titrated hits; 1% of 290,000 active; NOD1-driven NF-kB luciferase reporter cells, luminescence; higher % means a stronger effect; in the data active = inhibition mostly above about 36%, no sharp cut-off; inactive = mostly below about 34%;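 also: HEK-293T reporter cells stimulated with the NOD1 agonist gamma-tri-DAP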
NOD2 inhibition – inhibition of NOD2-driven NF-kB reporter – cell-based, luminescence, uHTS, HEK293 (AID 1566) | HEK293 NOD2/NF-kB luciferase reporter, luminescence; higher % means a stronger effect | 0.63% of 290,000 active | inhibition, % at 4 µM, or EC50 in µM where a hit was titrated; also: many of its hits are not listed in these tables
HIV fusion peptide – cell-free HIV fusion peptide-binding blockers – biochemical, uHTS, fluorescence dequenching, primary screen (AID 1986). cell-free peptide binding, fluorescence dequenching, 30 min; higher % means a stronger effect. one-dose inhibition, % at 20 µM; IC50 in µM for titrated hits. 0.3% of 290,000 active; in the data active = inhibition mostly above about 52%, no sharp cut-off; inactive = mostly below about 76%; also: some results filed as inactive read as strong as hits
NS5 inhibitors – Dengue-2 NS5 methyltransferase inhibitors, primary screen, biochemical, confirmation dose response (AID 588689); one-dose inhibition, % at 25 µM; IC50 in µM for titrated hits; 0.3% of 340,000 active; Dengue-2 NS5 methyltransferase capping enzyme assay, biochemical; higher % means a stronger effect; in the data active = a potency from the dose series; inconclusive = inhibition above about 29% without an active follow-up result
Yfh1-depleted yeast – mitochondrial function rescue without frataxin homolog – Friedreich's ataxia, plus single-dose screen, dose response (AID 1465). S. cerevisiae Yfh1-off respiration, WST-1 reduction, 72 h; higher fold induction means a stronger effect. one-dose fold induction at 50 µM; EC50 in µM for titrated hits. 0.074% of 220,000 active;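 active = fold induction of absorbance versus untreated yeast above a set limit, then at least 30% activation at any dose in follow-up; inconclusive = repeats straddling the limit, or above it without dose testing; inactive = fold induction below the set limit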;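 also: activators that raise dye reduction in frataxin-depleted yeast; strong numbers were not always called active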
KOR beta-arrestin-1 – kappa opioid receptor activators – cell-based, luminescence, uHTS, primary screen (AID 1777); KOR beta-arrestin recruitment, luminescence; higher % means a stronger effect; 0.02% of 280,000 active; one-dose activation, % at 10 µM; EC50 in µM for titrated hits; in the data active = activation above about 50%, passing the limit was not always enough; also: a part of the inactive calls stands beside numbers as strong as those of hits
KOR beta-arrestin-2 – kappa opioid receptor blockers – cell-based, luminescence, uHTS (AID 1778). KOR beta-arrestin recruitment, luminescence, antagonist mode; higher % means a stronger effect. inhibition, % at 10 µM, or IC50 in µM where a hit was titrated. 0.091% of 290,000 active; also: strong numbers were not always called active
AID2073 – disruptors of CaV2.2 binding to Mint1 – biochemical, HTRF (AID 2073); HTRF protein-protein interaction, Mint1-CaV2.2; higher % means a stronger effect; inhibition, % at 20 µM; hits with a dose series show IC50 in µM; 0.19% of 290,000 active; in the data active = inhibition mostly above about 51%, no sharp cut-off; inconclusive = no clear call, values can overlap the other calls; inactive = mostly below about 53%; also: some results filed as inactive read as strong as hits
NS5 inhibitors pilot replicate – recorded beside NS5 inhibitors, whose call it bears; inhibition, %; measured here: pilot screen replicate inhibition
* marks the source's active call; other numbers are inactive results; i = inactive; ? = inconclusive; · = no result given; [ ] = dose if it differs, or a comment. Rule as the data show it, unless noted: active = inhibition above about 50%; inactive = the rest.

SMILES | West Nile virus CPE | NOD1 NF-kB reporter | NOD2 inhibition | HIV fusion peptide | NS5 inhibitors | Yfh1-depleted yeast | KOR beta-arrestin-1 | KOR beta-arrestin-2 | AID2073 | others
Cn1c(SCc2cc([N+](=O)[O-])cc3c2OCOC3)nnc1-c1ccccn1 | -0.6% | -9.7% | 11.1% | 0.0% | 0.0% | i | -3.7% | 17.2% | -3.5%
CCCCCNC(=O)c1cc(S(=O)(=O)N2CCCC2)ccc1F | 0.1% | -15.3% | 8.1% | 0.4% | 0.0% | i | -1.4% | 24.0% | 14.9%
CCN(Cc1ccccc1)C(=O)COC(=O)c1cnc(C)cn1 | 0.3% | -17.4% | -11.3% | -0.7% | -15.5% | i | 3.4% | -39.7% | ?
CN(C(=O)COc1ccc(C(C)(C)C)cc1)C1CCS(=O)(=O)C1 (configuration not stated) | -0.4% | -27.9% | 5.4% | -0.2% | 1.4% | i | -4.0% | 23.4% | 7.4%
CC(C)(C)C1CCc2c(C(=O)N/N=C/c3cccs3)csc2C1 (configuration not stated) | -0.4% | 16.8% | -18.4% | 2.2% | -6.5% | i | 0.5% | 3.7% | 9.2%
Cc1ccc(/C=C/C(=O)O)cc1S(=O)(=O)Nc1ccc2c(c1)OCO2 | 1.5% | -11.7% | -12.2% | 1.6% | -0.7% | i | 2.9% | -8.9%[20 µM] | -1.4%
CCc1cc2ccc(OC)cc2nc1SCC(=O)N1CCN(C(=O)c2ccco2)CC1 | 0.0% | -10.2% | 21.3% | 0.4% | -11.1% | i | 3.1% | -12.7% | -0.8%
COc1ccccc1C1CN=NC12CCCc1ccccc1C2=O (configuration not stated) | -1.0% | -19.6% | -3.4% | -0.3% | 0.8% | i | 3.1% | -22.8% | 3.5%
Cc1cnc(C(=O)Oc2cccc(Cl)c2Cl)cn1 | 0.0% | 0.4% | 3.5% | 2.2% | -14.2% | · | -2.6% | -0.5% | 12.3%
Cc1nnc(NC(=O)CSc2nnc(-c3ccoc3C)n2CC(C)C)s1 | -0.5% | -5.0% | -10.1% | 0.6% | 0.0% | i | 5.4% | -5.3% | 34.8%
COc1ccc(CCn2c(-c3ccc(OC)cc3)nc3c(c(=O)c4ccccc4n3C)c2=O)cc1 | 1.1% | -0.1% | 13.4% | 5.1% | -3.9% | i | 8.6% | 22.5% | 26.6%
COc1cc(-c2noc(CCCC(=O)Nc3cccnc3)n2)cc(OC)c1OC | -0.2% | -5.5% | 15.3% | 0.2% | 2.3% | i | -2.6% | 19.2% | 5.8%
COc1ccc2c(C)cc(=S)[nH]c2c1 | 0.2% | -26.1% | 20.5% | -2.6% | -2.2% | i | 1.2% | -35.0% | -7.1%
CCN(CC)c1nc2ccccc2n2cnnc12 | -0.3% | -7.0% | 16.3% | 0.4% | 11.0% | i | 2.7% | -4.0% | 1.1% | NS5 inhibitors pilot replicate=3.9
Cn1cc(S(=O)(=O)c2ccccc2)c(=O)c2cc(F)c(N3CCOCC3)cc21 | 1.4% | -4.9% | 15.0% | 0.3% | -1.8% | · | -5.8% | -36.2% | 18.2%
CCOc1cc(/C=N/NC(=O)CN2CCCCC2)ccc1OCc1ccc(Cl)cc1 | 0.0% | -29.2% | 0.1% | -0.7% | -10.2% | i | 5.1% | -10.8% | 1.2%
C=CCOC(=O)C1=C(C)NC(=O)NC1/C=C/c1ccccc1OC (configuration not stated) | -0.9% | -18.4% | 14.5% | 3.2% | -5.1% | i | -0.4% | · | 1.2%
Cc1cc(OCC(=O)N2CCN(c3ccc(F)cc3)CC2)c2c(C)cc(=O)oc2c1 | 0.4% | -11.9% | -0.8% | -2.8% | -3.5% | · | 0.0% | -36.3% | ?
Cn1c(=NC(=O)c2ccc3c(c2)OCCO3)sc2cc(S(C)(=O)=O)ccc21 | · | -46.5% | -1.1% | 2.0% | -6.8% | i | 0.3% | -1.9% | 47.4%
CC(NC(=O)c1cc2ccccc2o1)c1ccccc1 (configuration not stated) | -0.2% | -33.8% | -8.1% | 1.5% | -9.5% | i | -3.1% | -33.7% | 14.6%
O=S(=O)(c1ccc(Cl)s1)N1CCN(c2ncccn2)CC1 | -0.5% | -11.8% | 3.6% | -0.6% | -7.5% | i | -2.2% | 27.1% | -2.2%
O=C(CN1CCN(Cc2ccccc2Cl)CC1)N/N=C/c1ccccn1 | 0.4% | 6.5% | 25.4% | -1.1% | 0.0% | i | 2.2% | 21.6% | 19.4%
Cc1cc(C)cc(NC(=O)CN2CCN(c3ncccn3)CC2)c1 | · | 18.0% | -1.4% | -0.9% | -1.6% | i | 1.8% | -36.3% | -3.7%
Cc1ccc(N(CC(N)=O)C2SC(=O)N(Cc3ccccc3)C2=O)cc1 (configuration not stated) | -0.4% | 12.4% | -3.2% | 6.3% | -3.5% | i | 6.6% | 7.5% | -7.4%
CC1CCc2c(sc3c2C2=NS(=O)(=O)CCN2C=N3)C1 (configuration not stated) | 0.0% | · | 10.0% | -1.4% | -10.8% | i | 0.2% | 28.3% | 2.1%
(next part)
SMILES | West Nile virus CPE | NOD1 NF-kB reporter | NOD2 inhibition | HIV fusion peptide | NS5 inhibitors | Yfh1-depleted yeast | KOR beta-arrestin-1 | KOR beta-arrestin-2 | AID2073 | others
CCc1ccc(NC(=S)Nc2ccc(S(=O)(=O)Nc3ncccn3)cc2)cc1 | 0.8% | -22.1% | -20.2% | -0.2% | 0.3% | i | -2.2% | -17.8%[20 µM] | -14.1%
CCSC1=NCCN1S(=O)(=O)c1ccc2ccccc2c1 | -0.7% | -21.2% | 10.9% | -0.2% | 1.8% | i | 2.1% | -22.8% | 12.1%
COc1ccc(NC(=S)N2CCOCC2)c(OC)c1 | 0.7% | -35.4% | 3.4% | 0.7% | -7.4% | i | -3.1% | 11.1% | -19.8%
COc1ccc(CNC(=O)C2CC(C)=CCC2C(=O)O)cc1 (configuration not stated) | -0.1% | 2.9% | -10.0% | 0.2% | 0.0% | · | -0.7% | 6.6% | 41.2%
COc1cc(C(=O)N/N=C(\C)c2ccc3c(c2)OCO3)cc(OC)c1OC | -0.7% | -25.5% | 4.2% | -1.4% | -3.7% | i | -1.5% | -53.9% | -0.1%
COC(=O)C1SCC2C(=O)N(Cc3ccccc3)CC(=O)N21 (configuration not stated) | 0.5% | 1.1% | 3.0% | 0.5% | · | i | 3.7% | -39.5% | -6.8%
COc1ccc(Nc2ncccc2C(=O)NCc2ccccc2)cc1 | 0.6% | -7.7% | 2.4% | -1.7% | -4.9% | i | 3.5% | -1.3% | -2.8%
CCCCc1c(C)nc2ccc(C)cc2c1SCCC(=O)O | 0.1% | -26.0% | -1.1% | 2.1% | 3.7% | i | -0.1% | -73.0%[20 µM] | 9.6%
O=C(Nc1ccccc1)/C(=C\c1ccncc1)NC(=O)c1ccccc1 | 0.5% | -4.7% | -1.5% | -0.7% | 0.8% | i | 0.3% | 2.6% | -2.4%
O=C(C(=O)N1CCCc2ccccc21)N1CCCc2ccccc21 | -0.2% | 8.5% | -1.0% | -1.8% | -3.7% | i | 6.0% | 25.3% | -1.4%
CCOC(=O)C1(CCOC)CCN(Cc2cc3ccccc3s2)CC1 | -1.0% | -7.9% | 0.4% | -2.4% | -5.0% | · | -0.2% | -15.2%[20 µM] | 7.7%
O=C(O)CCc1ccc(-c2cccs2)n1CC(=O)Nc1ccccc1C(F)(F)F | 0.1% | -39.0% | 5.6% | 7.3% | -8.2% | i | -7.7% | 18.8% | 14.4%
CNC(=O)CC12CC3CC(CC(C3)C1)C2 | 0.2% | -7.1% | 9.1% | -2.1% | -2.7% | i | -5.4% | 2.3% | 11.1%
Cc1ccc(S(=O)(=O)N(C)c2cc(S(N)(=O)=O)c(C)cc2C)cc1 | -0.4% | -23.8% | -3.7% | -0.3% | -6.9% | i | -3.7% | -2.9% | -4.0%
C=C(C)Cn1c(SCC(=O)N/N=C/c2ccccc2OCC(=O)O)nnc1-c1ccc(Br)cc1 | 0.3% | 3.7% | -28.2% | 1.2% | -1.7% | i | 1.6% | -9.4% | 15.2%
Cc1nnc(SCC(=O)NC(C)(C)C)n1NCc1cccc(Br)c1 | -0.9% | -8.9% | 4.0% | 0.3% | · | · | -3.2% | -16.8% | -1.6%
Cc1ccc(S(=O)(=O)N(Cc2ccc(Cl)cc2)c2ccccc2C(=O)NCc2ccco2)cc1 | -0.2% | -23.5% | -36.2% | -0.4% | -0.6% | i | -3.8% | -4.1% | 10.1%
COc1ccccc1N1CCN(Cc2nc(N)nc(Nc3ccccc3)n2)CC1 | -0.4% | -25.6% | 10.5% | 2.2% | -1.6% | i | 3.1% | -6.5% | 1.0%
CC(C)CN(/C=N/c1sc2c(c1C#N)CCCCC2)CC(C)C | · | 12.8% | 27.8% | 3.4% | -2.4% | · | 1.4% | -3.7% | -3.8%
c1ccc(-c2nc(-c3ccco3)cs2)nc1 | -0.1% | -49.6% | -28.3% | -3.2% | -17.9% | i | -1.9% | 5.9% | -33.6%
CCOC(=O)c1sc(NC(=O)C(CC)OC(=O)c2ccco2)nc1C (configuration not stated) | -0.3% | -33.6% | 6.2% | 1.3% | -14.7% | · | 8.9% | 4.0% | -4.8%
CCCCNC(=O)c1ccc(Cn2c(=S)[nH]c3c([nH]c4ccc(OC)cc43)c2=O)cc1 | -0.5% | -33.1% | -0.1% | -1.7% | 1.5% | i | -4.4% | 9.2% | 24.1%
NC(=O)c1ccc(NC(=O)COC(=O)c2cccc(Oc3ccccc3)c2)cc1 | -0.6% | -8.0% | -9.3% | -0.8% | -10.0% | i | 1.3% | 11.5% | 40.9%

In the list so far, these have a furan ring, fused or not.
SMILES | West Nile virus CPE | NOD1 NF-kB reporter | NOD2 inhibition | HIV fusion peptide | NS5 inhibitors | Yfh1-depleted yeast | KOR beta-arrestin-1 | KOR beta-arrestin-2 | AID2073 | others
CCc1cc2ccc(OC)cc2nc1SCC(=O)N1CCN(C(=O)c2ccco2)CC1 | 0.0% | -10.2% | 21.3% | 0.4% | -11.1% | i | 3.1% | -12.7% | -0.8%
Cc1nnc(NC(=O)CSc2nnc(-c3ccoc3C)n2CC(C)C)s1 | -0.5% | -5.0% | -10.1% | 0.6% | 0.0% | i | 5.4% | -5.3% | 34.8%
CC(NC(=O)c1cc2ccccc2o1)c1ccccc1 (configuration not stated) | -0.2% | -33.8% | -8.1% | 1.5% | -9.5% | i | -3.1% | -33.7% | 14.6%
Cc1ccc(S(=O)(=O)N(Cc2ccc(Cl)cc2)c2ccccc2C(=O)NCc2ccco2)cc1 | -0.2% | -23.5% | -36.2% | -0.4% | -0.6% | i | -3.8% | -4.1% | 10.1%
c1ccc(-c2nc(-c3ccco3)cs2)nc1 | -0.1% | -49.6% | -28.3% | -3.2% | -17.9% | i | -1.9% | 5.9% | -33.6%
CCOC(=O)c1sc(NC(=O)C(CC)OC(=O)c2ccco2)nc1C (configuration not stated) | -0.3% | -33.6% | 6.2% | 1.3% | -14.7% | · | 8.9% | 4.0% | -4.8%

These rows are one share of the data, so the mix of outcomes need not match the whole.
